# Bioassay records: PubChem BioAssay, NCI
# NCI-60 one-dose screen, 48 h, at 10 µM unless noted. Numbers give growth in % (100 = growth as untreated, 0 = no growth, -100 = all killed).
# MOLT-4: MOLT-4 leukemia cells. actives 6.9% (n = 80,000)
# CCRF-CEM: CCRF-CEM leukemia. actives 7% (n = 77,000)
# MDA-MB-231: MDA-MB-231 breast cancer | actives 5% (n = 81,000)
# MDA-MB-468: MDA-MB-468 breast cancer; AID 2202374; actives 8.5% (n = 78,000)
# MCF7: MCF7 breast cancer. actives 6.3% (n = 82,000)
# K-562: K-562 leukemia; actives 7.4% (n = 78,000)
# SR: SR leukemia cells; AID 1794780; actives 8.7% (n = 73,000)
# RPMI-8226: RPMI-8226 leukemia cells; actives 7.5% (n = 77,000); AID 1794781
# Numbers without * were called inactive; / = not tested or not shown; & = joins results of further samples. The calls were made as follows: active = growth percent below 10; inactive = the rest. This is a subset; count on the stated rates, not on these rows.
SMILES,MOLT-4,CCRF-CEM,MDA-MB-231,MDA-MB-468,MCF7,K-562,SR,RPMI-8226
CCn1c2ccccc2c2cc(C(=O)c3ccc(C)c4ccccc34)ccc21,7.7*,18,26,25,14,4.5*,2.8*,12
Nc1c(Br)cc2c3c(cccc13)-c1ccccc1-2,54,49,49,3.5*,39,38,9.0*,/
CCN(CC)/C(N)=N\c1nc(C)c2cc(Cl)ccc2n1,91,102,/,98,73,97,89,96
CCN(CC)C(=O)C(CCN1CCCCC1)(c1ccccc1)c1ccccc1,108,110,116,87,94,92,111,110
O=C(O)CCCCCCCCC(=O)O (tested in a mixture with another compound),119,110,98,102,96,118,/,106
CC(=O)c1ccc(Br)cc1,107,110,105,102,101,107,99,/
C=CCc1cc2c(cc1OC(C)C)OCO2,108,99,102,98,89,120,101,106
CCC1(CCC(C)C)C(=O)NC(=O)N(c2ccccc2)C1=O (stereo not drawn),106,113,111,111,89,107,100,113
CC(=O)[C@H]1CC[C@H]2[C@@H]3CC[C@@H]4C[C@H](O)CC[C@]4(C)[C@H]3C(=O)C[C@]12C,96,102,97,101,95,101,94,/
O=P(O)(Oc1ccccc1)c1ccccc1,98,94,108,106,101,98,94,106
c1ccc2nc3c(cc2c1)CNC3,95,99,108,94,98,/,165,99
O=C(Nc1cccc(C(F)(F)F)c1)c1cc(Cl)ccc1O,53,39,79,92,67,65,51,67
COc1ccc2nc(NC(=O)COc3cc(/C=C\c4cc(OC)c(OC)c(OC)c4)ccc3OC)sc2c1,13,23,23,-5.6*,17,16,28,21
CCOP(=O)(OCC)N(CCCSC/C=C(\C)CC/C=C(\C)CCC=C(C)C)CCCN1CCN(C)CC1,83,65,92,58,92,57,99,50
C/C(=N\O)C(CN1CCCCC1)C(c1ccccc1)c1c(O)c2ccccc2oc1=O (stereo not drawn),103,102,102,111,96,110,/,99
OCCN(CCO)C(Cc1ccccc1)c1ccccc1 (stereo not drawn),71,90,113,81,99,72,107,82
NC1Cc2ccccc2C1,97,95,104,98,95,96,95,102
Cc1nc(CCN2CCCCC2)cs1,94,76,103,97,97,94,96,86
C[C@@H]1C[C@@]2(C)C(=CC1=O)CC[C@@H]1[C@@H]2[C@@H](O)C[C@@]2(C)[C@H]1CC[C@]2(C)O,91,79,100,88,88,95,/,81
C[C@@]1(CO)[C@H](O)CC[C@@]2(C)[C@H]1CCC1C[C@@H]3C[C@@]12CC[C@]3(O)CO (stereo partly drawn),66,53,79,86,63,69,35,65

# Reprinted from the part before: 4 compounds; new compounds follow.
SMILES,MOLT-4,CCRF-CEM,MDA-MB-231,MDA-MB-468,MCF7,K-562,SR,RPMI-8226
NC1Cc2ccccc2C1,97,95,104,98,95,96,95,102
Cc1nc(CCN2CCCCC2)cs1,94,76,103,97,97,94,96,86
C[C@@H]1C[C@@]2(C)C(=CC1=O)CC[C@@H]1[C@@H]2[C@@H](O)C[C@@]2(C)[C@H]1CC[C@]2(C)O,91,79,100,88,88,95,/,81
C[C@@]1(CO)[C@H](O)CC[C@@]2(C)[C@H]1CCC1C[C@@H]3C[C@@]12CC[C@]3(O)CO (stereo partly drawn),66,53,79,86,63,69,35,65
COC(=O)CC[C@@H](C)[C@H]1CC[C@H]2[C@@H]3CC[C@@H]4C[C@]5(CC[C@]4(C)[C@H]3CC[C@]12C)OO[C@@](C)(C(F)(F)F)O5,93,/,103,110,74,82,78,89
CC(C)CC(NC(=O)CCl)C(=O)O (stereo not drawn),100,/,107,97,92,112,105,98
C/C(=C\C(=O)O[C@H]1[C@@H]2[C@H](C)CC[C@H]2[C@]2(C)O[C@@]1(C1CCCCC1)C[C@H]2OC(=O)CO)c1ccccc1,/,7.9*,56,28,3.0*,23,/,-29*
C/C(=C\c1ccn(-c2ccc(N)cc2)n1)[C@@H]1C[C@@H]2O[C@]2(C)CCC[C@H](C)[C@H](O)[C@@H](C)C(=O)C(C)(C)[C@@H](O)CC(=O)O1,13,17,33,14,19,11,19,16
Cc1cc(NC(=O)CCc2ccc(N3C(N)=NC(N)=NC3(C)C)cc2)ccc1S(=O)(=O)F,22,-13*,77,32,15,23,-24*,-25*
CC(C)CCON=O,104,102,104,97,99,119,95,/
C[C@@H]1CCC/C=C/[C@H]2C[C@@H](O)C[C@@H]2[C@@H](O)/C=C/C(=O)O1,1.4*,12,-62*,-21*,11,15,1.7*,-1.7*
CCCCC1(CCC(C)C)C(=O)NC(=O)NC1=O,85,/,97,100,91,94,91,/
COc1ccc(C2SCC(=O)Nc3c2c(C)nn3-c2nc3ccc(C)cc3s2)cc1O (stereo not drawn),18,28,36,23,15,9.5*,9.8*,39
CC(N)C(O)c1ccc(O)cc1 (stereo not drawn),100,99,105,100,105,95,/,96
COc1ccccc1NC1=NCCS1,112,101,105,98,92,109,/,102
N#CCCP(CCC#N)CCC#N,109,/,107,97,96,114,105,106
Cc1[se]c2ccccc2[n+]1C,85,65,106,81,75,89,101,92
CC[C@H](C)[C@H](NC(=O)[C@H]1CCCCN1C)C(=O)N(C)[C@H](C[C@@H](OC(C)=O)c1nc(C(=O)N[C@@H](Cc2ccccc2)C[C@H](C)C(=O)OC)cs1)C(C)C,4.6*,4.0*,20,-8.0*,13,4.2*,-7.1*,27
CCCC(=O)N(C)C1=Nc2ccc(Cl)cc2C(c2ccccc2)=[N+]([O-])C1,94,92,100,85,87,78,107,54
C[C@]1(O)CC[C@H]2[C@@H]3CCC4=CC(=O)C=C[C@]4(C)[C@@]3(Cl)[C@@H](Cl)C[C@@]21C,85,84,107,92,112,91,/,92
Nc1cccc(Cl)c1,93,78,117,118,94,107,101,83
CC(C)C(NC(=O)CCl)C(=O)O (stereo not drawn),106,93,/,103,93,102,91,106
CC(=O)O[C@@H]1CC[C@]2(C)[C@H]3CC[C@]4(C)C(=O)CC[C@H]4[C@@H]3C[C@@H]3SC(N)=N[C@@]32C1,46,44,68,30,33,/,32,48
O=c1[nH]cc(N(CCCl)CCCl)c(=O)[nH]1,15,31,95,/,53,83,10,78

# Compound profiles (already shown):
# Entry for `CC(=O)O[C@@H]1CC[C@]2(C)[C@H]3CC[C@]4(C)C(=O)CC[C@H]4[C@@H]3C[C@@H]3SC(N)=N[C@@]32C1` = MOLT-4 = 46; CCRF-CEM = 44; MDA-MB-231 = 68; MDA-MB-468 = 30; MCF7 = 33; K-562 = /; SR = 32; RPMI-8226 = 48
# Entry for `CC(C)C(NC(=O)CCl)C(=O)O` (stereo not drawn) = MOLT-4 = 106; CCRF-CEM = 93; MDA-MB-231 = /; MDA-MB-468 = 103; MCF7 = 93; K-562 = 102; SR = 91; RPMI-8226 = 106

# The listing picks up, repeating the 5 entries before the break.
SMILES,MOLT-4,CCRF-CEM,MDA-MB-231,MDA-MB-468,MCF7,K-562,SR,RPMI-8226
C[C@]1(O)CC[C@H]2[C@@H]3CCC4=CC(=O)C=C[C@]4(C)[C@@]3(Cl)[C@@H](Cl)C[C@@]21C,85,84,107,92,112,91,/,92
Nc1cccc(Cl)c1,93,78,117,118,94,107,101,83
CC(C)C(NC(=O)CCl)C(=O)O (stereo not drawn),106,93,/,103,93,102,91,106
CC(=O)O[C@@H]1CC[C@]2(C)[C@H]3CC[C@]4(C)C(=O)CC[C@H]4[C@@H]3C[C@@H]3SC(N)=N[C@@]32C1,46,44,68,30,33,/,32,48
O=c1[nH]cc(N(CCCl)CCCl)c(=O)[nH]1,15,31,95,/,53,83,10,78
O=C(O)c1cc(I)cc(I)c1I,110,108,111,104,94,119,107,105
C[C@]12CCCC[C@@H]1CC[C@@H]1[C@@H]2[C@@H](O)C[C@@]2(C)[C@H]1CC[C@]2(C)O,61,78,97,79,95,75,90,53
CC1([N+](=O)[O-])COP(=O)(Nc2ccc(F)cc2)OC1 (stereo not drawn),83,96,118,110,100,103,84,/
CCOP(=O)(Nc1ccc(F)cc1)OCC,85,87,/,105,88,86,93,98
CC(C)C(O)(C(=O)OCC1=CCN2CCC(O)C12)C(C)O (stereo not drawn),88,101,/,103,111,89,91,116
C[C@]12CCc3sc(NCCc4ccccc4)nc3C1=CC[C@@H]1[C@@H]2CC[C@]2(C)C(=O)CC[C@@H]12,4.7*,8.4*,83,33,20,5.1*,0.9*,-5.3*
COc1cccc(CCN)c1,101,92,114,101,101,100,86,95
Cc1cccc(C)c1OP(=O)(Oc1c(C)cccc1C)Oc1c(C)cccc1C,90,80,103,120,/,89,81,90
CC1C=CCCC12C(=O)NC(=O)NC2=O (stereo not drawn),125,93,98,101,89,107,106,101
Cc1ccc(NC(=O)NCCCOc2ccc(N3C(N)=NC(N)=NC3(C)C)cc2Cl)cc1S(=O)(=O)F,76,36,73,57,38,29,34,72
CN(C)COC(=S)SP(=O)(Oc1ccc(Cl)cc1Cl)SC(=S)OCN(C)C,89,113,112,120,109,98,/,129
c1ccc(-c2ccc3ccccc3[o+]2)cc1,79,92,65,94,67,101,85,86
CC1=C(SCCC(=O)OCC(=O)NCCC[Te]c2ccccc2)C(=O)c2ccccc2C1=O,0.7*,2.2*,-34*,9.4*,3.8*,10,/,-8.4*
CSc1nc(Cl)c(Br)c(N2CC2)n1,32,22,114,71,89,/,30,58
CCCCC(Br)C(=O)OCC (stereo not drawn),105,110,97,106,100,101,109,115
C=CC(COC(C)=O)N1CC1 (stereo not drawn),81,105,123,/,102,110,106,/
Nc1ccc(P(=O)(O)O)cc1,112&110,95&97,103&114,93&104,89&103,104&110,115&108,104&98
CC1C(=O)OC2CCN3CC4OC4(COC(=O)C(C)(O)C1(C)O)C23 (stereo not drawn),115,117,108,103,105,118,101,114
CC1(C)C=Cc2c(ccc3c4c([nH]c23)C(C)(C)[C@H]2C[C@]35CCCN3C(=O)[C@@]2(C4)NC5=O)O1,107,122,108,95,96,111,94,107
COc1ccc2c(c1)c(C1(O)CC(CSC#N)OC1=O)cn2C(=O)c1ccc(Cl)cc1 (stereo not drawn),93,82,93,109,92,98,85,92
NC(=O)c1c(Br)n(C2OC(CO)C(O)C2O)c2ncnc(N)c12 (stereo not drawn),/,-34*,51,/,-19*,1.7*,/,/
